Compound activity as filed in PubChem.
RAD52 inh = RAD52 (human) annealing inhibition; P43351; recombinant RAD52 DNA annealing, FRET fluorescence; inhibition, % at 18.7 µM; actives 0.46% (n = 360,000); AID 651710;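 active = every replicate showing at least 50% inhibition; inconclusive = mean inhibition at least 50% but not in every replicate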
Target sequence (P43351 whole entry, looked up): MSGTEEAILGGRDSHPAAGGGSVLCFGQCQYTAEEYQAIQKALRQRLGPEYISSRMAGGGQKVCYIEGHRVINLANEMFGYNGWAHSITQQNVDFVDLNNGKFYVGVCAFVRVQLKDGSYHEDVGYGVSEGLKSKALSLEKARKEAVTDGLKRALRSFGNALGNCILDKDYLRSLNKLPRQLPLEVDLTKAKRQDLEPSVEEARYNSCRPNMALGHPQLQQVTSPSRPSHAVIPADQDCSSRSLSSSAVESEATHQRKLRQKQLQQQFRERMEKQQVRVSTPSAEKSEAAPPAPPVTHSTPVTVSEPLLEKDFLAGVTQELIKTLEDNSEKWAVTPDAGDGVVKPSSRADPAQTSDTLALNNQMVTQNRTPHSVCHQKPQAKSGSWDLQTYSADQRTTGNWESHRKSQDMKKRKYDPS
ERAP1 HTS inh = ERAP1 (human) enzyme inhibition; recombinant ERAP1, Leu-AMC fluorescence, 60 min; inhibition, % at 10.7 µM; actives 0.15% (n = 340,000);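 active = mean replicate inhibition of at least 30%, or all replicates individually reaching that 30% level; inactive = mean below 30% and not every replicate reaching it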;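 also: 0% = neutral control wells and 100% = L-leucinethiol positive control wells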
F508del corr = CFTR F508del correction in bronchial cells; CFBE cells, YFP halide quenching; stimulated with forskolin plus potentiator P3; % fluorescence drop versus neutral controls; activity (quench increase), % at 7.58 µM; actives 0.36% (n = 350,000);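 active = mean added fluorescence quench of at least 8% versus neutral control, with both replicates also reaching 8%; inconclusive = only one of the mean or replicate conditions met; inactive = mean below 8% and not both replicates reaching 8%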;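 also: cells transiently co-express mutant CFTR-F508del with the halide-sensitive YFP; corrector assay measuring rescue of mutant channel to the surface after 24 h compound exposure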
RAD54 inh = blocks human RAD54 Holliday junction branch migration; FAM/BHQ fluorescence; inhibition, % at 10.4 µM; actives 0.14% (n = 360,000); AID 602329;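 active = mean normalized replicate activity at least 40 and at least half of replicates scoring 40 or more; inconclusive = only one of the two criteria met; inactive = mean below 40 and under half of replicates reaching 40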;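 also: 0% = median of neutral control wells and 100% = median of positive control wells; inhibitors cause a drop in the FAM fluorescence signal; in these data hits start at about 50%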
ARNT-TACC3 inh = ARNT/TACC3 interaction disruption; AlphaScreen His-ARNT PAS-B/GST-TACC3 binding, luminescence; TACC3 fragment carries E629A point mutation; AID 623870; inhibition, % at 9.99 µM; actives 0.66% (n = 390,000);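 active = mean inhibition of replicates at least 50% and at least half of replicates each reaching 50%; inconclusive = half or more replicates reach 50% but mean below 50%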;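 also: 0% = complete ARNT plus TACC3 wells and 100% = ARNT alone without TACC3; many hits fall short of the cut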
XiGFP reactiv = X-chromosome reactivation activator | activation, % at 7.58 µM | XiGFP mouse fibroblasts, % GFP-positive cells imaging, 3 d; cells co-treated with 5-aza-dC sensitizer; scaled so ellipticine positive control = 100% | actives 0.055% (n = 360,000);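 active = mean normalized replicate activation at least 10% and every replicate at or above 10%; inconclusive = only one of the two criteria met; inactive = mean below 10% and not all replicates reach 10%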;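 also: 0% = median of on-plate neutral control wells and 100% = ellipticine 6 µM median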
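material = 68-5-11 XiGFP fibroblast line | medium = DMEM plus 5-aza-dC sensitizer | schedule = 3 days compound exposure | benchmarks = positive control ellipticine, 6 µM final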
esBAF inh = inhibitors of esBAF chromatin remodeling in mouse ES cells | Bmi1-luciferase knock-in reporter, 24 h; 100% = twice the neutral-well signal | reporter increase, % at 12.5 µM | actives 2% (n = 350,000) | AID 602393; in the data active = activation above about 40%; inconclusive = no clear call, values can overlap the other calls;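 also: 0% = median of the plate's neutral control wells and 100% = double that signal; a rise in the Bmi1 reporter signal indicates esBAF inhibition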
GSIS activator = GLuc luminescence reporter in INS-1E cells, primary screen for activators of glucose-dependent secretion of insulin; INS-1E GLuc reporter insulin secretion, 2-3 h; activation, % at 16.6 µM; actives 0.61% (n = 370,000); AID 743287;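 active = lowest replicate activation of at least 40%, so every replicate reaches that level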;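 also: 0% = median of neutral control wells and 100% = median of IBMX positive control wells; some compounds called inactive have numbers as strong as hits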
* marks the source's active call; other numbers are inactive results; ? = inconclusive; / = no result given; & = joins results of further samples. Compounds as they come. About 3.3% of those tested had a hit in this group.

SMILES	RAD52 inh	ERAP1 HTS inh	F508del corr	RAD54 inh	ARNT-TACC3 inh	XiGFP reactiv	esBAF inh	GSIS activator
CCCCC(=O)N/N=C(C)/C=C/c1ccccc1F	-54	-5	-1.6	/	6	-0.1	/	5
COc1cc(F)c(C2=CC(=O)C[C@H](c3ccc(Cl)cc3)C2)cc1F	2	0	1.3	0	/	0.0	-1	-8
O=C(Nc1ccc(F)cc1)C1CCN(C(=O)c2ccc(F)cc2)CC1	-4	1	14*	2	-2	0.4	-4	/
CCO[C@@H]1OC(C(=O)N2CCCC2)=C[C@H](c2ccccc2)[C@H]1CCCO	0	0	-1.0	4	-5	/	/	/
CCn1c(SCC(=O)N2CCN(C(=O)c3ccco3)CC2)nnc1C(C)C	-13	-2	0.0	/	-5	0.1	/	9
COC(=O)c1ccc(NC(=S)Nc2ccccc2)cc1	-26	-1	0.3	4	-13	/	9	16
Cc1cc(C)cc(NC(=O)COC(=O)Cn2cnc3c2c(=O)n(C)c(=O)n3C)c1	-9	-7	3.1	/	/	0.0	1	-10
CCOC(=O)c1cc(-c2csc(COc3ccccc3)n2)on1	-12	/	-2.6	/	-7	0.1	/	-18
CN1CCN(CCNC(=O)c2ccc(CS(=O)c3ccc(Br)cc3)o2)CC1 (configuration not stated)	9	-2	-1.6	0	/	0.0	-6	/
COc1cc(/C=C2\SC(=O)N(c3cccc(Cl)c3)C2=O)cc([N+](=O)[O-])c1O	-15	-2	0.5	/	25	0.0	/	6
NS(=O)(=O)c1ccc2nc(NC(=O)CS(=O)(=O)c3ccccc3)sc2c1	-16	5	0.2	-1	1	-0.1	1	-1
CCc1nc(N2CCN(S(C)(=O)=O)CC2)c2c3c(sc2n1)CCCC3	-2	8	2.8	/	3	0.0	/	-2
CCN(CC(=O)NCc1cccs1)CC(=O)Nc1ccc(C(N)=O)cc1	-19	2	-1.9	-6	8	0.0	-1	-2
CCC(=O)Nc1ccc(C(=O)NNC(=O)c2cccs2)cc1	/	/	/	7	-7	/	9	14
COc1ccc(NC(=O)Nc2cccc3c2O[C@@H](CN(C)Cc2ccc(-c4ccccc4)cc2)[C@@H](C)CN([C@@H](C)CO)C3=O)cc1	-17	-1	-1.3	1	-1	-0.9	-1	-16
COC(=O)C1=C(NC(=O)c2ccccc2C)CCS1	-14	1	1.8	/	6	0.3	-7	26
O=C(c1ccc2c(c1)OCO2)N1CC[C@@H]2[C@H](CO)Nc3ccc(C#Cc4ccccc4)cc3[C@@H]21	/	/	4.4	4	1	-0.1	-11	-3
Cc1cc(OCC(O)CN2CCc3ccccc3C2)cc(C(C)C)c1 (configuration not stated)	-5	-1	-0.9	-6	-8	0.0	-2	-44
C[C@@H]1CN([C@@H](C)CO)C(=O)Cc2cc(NC(=O)C3CCCCC3)ccc2O[C@@H]1CN(C)Cc1ccc(Oc2ccccc2)cc1	-20	-3	1.7	-7	/	0.0	1	-7
CC(C)NC(=O)N(C)C[C@@H]1Oc2ccc(NC(=O)CCC(F)(F)F)cc2CC(=O)N([C@H](C)CO)C[C@H]1C	-7	1	1.7	-3	-19	-0.1	5	1
O=C(C[C@@H]1CC[C@H]2[C@@H](COC[C@@H](O)CN2Cc2cccc(C(F)(F)F)c2)O1)NCc1ccc(F)cc1	-6	0	-0.8	0	1	0.2	4	-10
N#Cc1cccc(-c2ccc3c(c2)[C@@H]2[C@@H](CCN2C(=O)C2CCCCC2)[C@H](CO)N3)c1	-9	0	1.6	10	-2	0.0	-4	16
COc1ccc(S(=O)(=O)N2C[C@H](O)COC[C@@H]3O[C@@H](CC(=O)NCCCN4CCOCC4)CC[C@H]32)cc1	3	0	0.4	-16	-7	0.0	-4	5
COC(=O)c1cnn(-c2ccc(Cl)cc2)c1/C=N/NC(N)=S	-11	/	0.6	3	14	-0.1	0	-1
CCN(C)C1CN(Cc2cn(Cc3cccc(C(F)(F)F)c3)nn2)S(=O)(=O)C1 (configuration not stated)	-12	-1	-0.1	/	/	0.2	/	4
CCOc1ccccc1-n1c(=S)sc2c(=O)n(-c3ccc(F)cc3)c(SCC(=O)O)nc21	-9	-6	0.3	-3	-6	0.0	4	0
Cc1cc(C(=O)CSc2nnnn2-c2ccccc2)c(C)n1CC1CCCO1 (configuration not stated)	/	/	/	7	-3	/	3	37
C[C@H]1CN([C@@H](C)CO)C(=O)Cc2cc(NC(=O)CCN3CCOCC3)ccc2O[C@H]1CN(C)C(=O)Nc1ccc(F)cc1	4	0	1.5	-2	-2	-0.1	-4	14
NC(=O)c1ncn([C@@H]2O[C@H](C(=O)N3CCN(CC(=O)Nc4ccccn4)CC3)[C@@H](O)[C@H]2O)n1	-3	-1	-1.7	/	/	0.1	/	13
C[C@H](CO)N1C[C@H](C)[C@H](CN(C)C(=O)NC2CCCCC2)Oc2c(NS(C)(=O)=O)cccc2C1=O	9	3	2.0	-2	22	-0.7	1	17
Cc1cnc(C(=O)NC(C)CCc2ccccc2)cn1 (configuration not stated)	3	-3	1.1	/	/	0.0	/	-15
COCCn1c(SCC(=O)N(C)c2ccccc2)nc2c([nH]c3ccccc32)c1=O	-8	3	0.7	-19	-1	0.0	-8	5
O=C(Nc1ccc2c(c1)OCCO2)c1oc2ccccc2c1NC(=O)C1CC1	-10	3	-1.1	/	1	0.0	/	-12
CCOC(=O)N1CCC(Nc2c(NCCCN(CC)Cc3ccccc3)c(=O)c2=O)CC1	-12&-5	2&-1	2.8&2.4	0&-5	11&10	0.0&0.0	-3	/
COc1ccc(C(CNC(=O)COc2ccc(Cl)cc2C)N2CCCCC2)cc1 (configuration not stated)	-1	-2	0.6	-4	0	0.5	-7	6
COc1ccc(NC(=O)Nc2ccc3c(c2)C(=O)N([C@H](C)CO)C[C@H](C)[C@@H](CN(C)Cc2ccccc2)OCCCC[C@@H](C)O3)cc1	20	0	-2.2	8	0	-0.1	1	-6
N#C[C@@H]1[C@H](c2ccccc2-c2ccccc2F)[C@@H](CO)N1C(=O)Cc1ccccc1	2	/	0.7	/	/	0.0	/	-9
CN(Cc1ccccc1)C(=O)COc1ccc2ccccc2c1	-12	/	0.0	13	/	-0.1	/	/
C[C@@H]1CN([C@H](C)CO)S(=O)(=O)c2ccc(C3=CCCCC3)cc2O[C@H]1CN(C)C(=O)CC1CC1	-1	0	2.7	3	-2	0.5	0	-19
CCOC(=O)c1cc(-c2ccc(OC)cc2)n(CCC(=O)NCCN2CCC(C)CC2)c1C	-18	1	0.3	/	/	0.1	/	-10
COc1cc(/C=C/C(=O)O)cc(S(=O)(=O)Nc2cc(Cl)c(Cl)cc2Cl)c1OC	-12	-4	1.7	-10	/	0.0	-3	-3
CN(C)C(=O)c1cccc(-c2ccc([C@H]3[C@@H](CO)N4CCCCN(C(=O)C5CCC5)C[C@@H]34)cc2)c1	0	/	-2.0	-3	-4	0.0	/	1
Cc1nn(Cc2cccc(F)c2)c(C)c1NC(=O)c1c(Cl)cnn1C	-7	4	/	/	2	0.2	/	/
CCc1ccccc1Nc1nc(N)nc(COC(=O)c2cccn2C)n1	/	/	/	-4	11	/	26	4
O=C(O)C(Cc1c[nH]c2ccccc12)NS(=O)(=O)c1ccc(Cl)c(C(F)(F)F)c1 (configuration not stated)	-9	2	1.2	8	-1	0.3	0	-9
Clc1ccc(NCn2cncn2)nc1	/	/	/	-2	2	/	36	11
C[C@H](CO)N1C[C@H](C)[C@@H](CN(C)CC2CC2)Oc2c(NC(=O)Nc3ccccc3)cccc2C1=O	-10	0	2.4	11	2	0.1	-3	1
C[C@H](CO)N1C[C@H](C)[C@H](CN(C)C(=O)Nc2ccc(C(F)(F)F)cc2)OCCCC[C@H](C)Oc2ccc(NS(=O)(=O)c3ccc(Cl)cc3)cc2C1=O	-7	-1	-0.3	3	4	2.1	2	-2
CC1CCCC(NC(=O)C2CCC(CNc3c(N4CCCC4)c(=O)c3=O)CC2)C1C (configuration not stated)	-11	0	-1.2	-4	-5	-0.1	4	10
O=C(c1cnn2c(C(F)F)cc(-c3ccccc3)nc12)N1CCCc2ccccc21	46	3	-0.8	-3	-2	/	-7	-3
COCc1ccc(CN2CCCC(CO)(Cc3cccc(OC)c3)C2)o1 (configuration not stated)	-9	-1	-0.4	-12	3	-0.3	-2	4
O=C1C=C(c2ccccc2)CO1	-3	-2	0.7	-7	-1	0.1	0	6
CCOC(=O)C1(Cc2cccc(Cl)c2)CCCN(C(=O)c2ccc(C)nc2)C1 (configuration not stated)	-16	6	-2.0	/	-5	0.2	/	12
Cc1cccc(C(=O)NNC(=O)CCC(=O)Nc2cccc(Cl)c2C)c1	/	/	/	-2	1	0.0	9	10
Cc1cccc(NC(=O)c2cc(Cl)nc3ccccc23)n1	-19	/	1.1	/	3	-0.1	-2	/
Cc1coc2c1c(C)cc1oc(=O)c(CC(=O)NCCCCCC(=O)O)c(C)c12	-10	-84	-1.3	-5	0	0.0	-4	/
COc1cccc(OC2(C)CCN(Cc3cccn3-c3nccs3)C2)c1 (configuration not stated)	-10	2	1.7	1	/	0.2	-6	0
CN(C)CCCN1C(=O)c2cccc3cccc(c23)C1=O	58*	-1	?	102*	-3	0.0	-3	5
CCCNC(=O)C[C@H]1CC[C@H]2[C@@H](COc3ccc(NC(=O)c4cccc(OC)c4)cc3C(=O)N2C)O1	6	-1	2.1	-14	6	0.3	-2	-3
Cn1c(COc2ccccc2Br)nc2ccccc21	-6	0	0.7	-5	-2	0.2	?	17

Some values from the results shown:
XiGFP reactiv with `Cn1c(COc2ccccc2Br)nc2ccccc21` → 0.2
F508del corr with `CCCNC(=O)C[C@H]1CC[C@H]2[C@@H](COc3ccc(NC(=O)c4cccc(OC)c4)cc3C(=O)N2C)O1` → 2.1

More results.
SMILES	RAD52 inh	ERAP1 HTS inh	F508del corr	RAD54 inh	ARNT-TACC3 inh	XiGFP reactiv	esBAF inh	GSIS activator
O=C(C1CCOCC1)N1CC(=O)N2[C@H](CO)[C@H](c3ccc(Br)cc3)[C@@H]2C1	-7	3	1.8	/	/	0.2	/	16
O=C(Nc1cccc2ncccc12)c1ccc([N+](=O)[O-])o1	18	5	-2.2	12	/	0.1	-1	16
O=C(C[C@H]1C[C@@H]2c3cc(NC(=O)C4CCOCC4)ccc3O[C@@H]2[C@@H](CO)O1)NCC(F)(F)F	2	-1	0.3	27	-1	0.3	2	5
COc1ccc(C)cc1Nc1n[n+](-c2ccccc2)c(-c2ccc(OC)c(OC)c2OC)s1	-2	1	3.7	13	7	0.1	-6	-7
O=C(COc1ccc(Cl)cc1)NC1CC1	-24	1	2.2	-2	27	0.3	-5	-1
CCC(CC)NC(=O)COC(=O)c1cccc(C)c1O	-12	20	/	2	-5	/	-3	-6
CCCCn1c(N)c(N(CCC(C)C)C(=O)C2=NN(c3ccccc3)C(=O)CC2)c(=O)[nH]c1=O	-8	-1	2.1	8	/	0.0	-3	-3
C[C@@H]1CN([C@@H](C)CO)C(=O)c2cccc(NC(=O)C3CC3)c2O[C@H]1CN(C)Cc1ccc(C(F)(F)F)cc1	-2	-1	5.1	-5	-4	0.0	-3	-10
CCN(C[C@H]1N[C@@](CC)(C(=O)OC)[C@H]2C(=O)N(Cc3ccccc3)C(=O)[C@@H]12)C(=O)c1ccccc1	-9	1	1.0	-12	-1	-0.1	-4	-5
O=[N+]([O-])c1ccc(C=NN=Cc2ccc([N+](=O)[O-])cc2)cc1	-6	2	-2.9	-3	-8	0.0	7	25
